Ins promoter up = MIN6 insulin promoter up-regulation | 190,000 tested, 0.3% active | AID 1625 | z-score at 5 µM | MIN6 insulin promoter-GFP reporter, high-content imaging; hits give high values;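 active = z-score above 3 at 5 µM with at least 500 cells counted in the well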
Autophagy HCS = autophagy modulation, high-content screen | MEF GFP-LC3 puncta imaging; test concentration mostly 10 µM | calls only at 10 µM (by protocol) | 190,000 tested, 0.98% active | AID 463193;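 active = percentage of spot-positive cells more than 3 SD above its plate mean, without a fluorescence outlier flag or 80% toxicity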;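 also: spot-positive cell cutoff set from DMSO-treated cells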
bCat nuc transl = alters nuclear translocation of beta-catenin in HeLa cells; immunofluorescence imaging; nuclear translocation activity, % at 5 µM; 190,000 tested, 0.3% active; AID 1665;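 active = nuclear translocation activity above 50% at 5 µM, with a well cell count of 50 or more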;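 also: per-cell ratio of nuclear to cytoplasmic median beta-catenin stain intensity; plate controls were DMSO negative control for no effect and GSK-3 inhibitor IX positive control for full effect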
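Assay system: human HeLa cells, native beta-catenin; doses: 5 µM primary, 0.02–20 µM confirmation; incubation: compound treatment 24 h, 37°C, 5% CO2; technique: fluorescence imaging of beta-catenin antibody stain plus DAPI; measure: % activation, nuclear-to-cytoplasmic median beta-catenin signal ratio per cell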
NOD1 NF-kB reporter = inhibition of NOD1-driven NF-kB reporter – cell-based, luminescence, uHTS, primary screen (AID 1578). one-dose inhibition, % at 4 µM; EC50 in µM for titrated hits. 290,000 tested, 1% active. NOD1-driven NF-kB luciferase reporter cells, luminescence; higher % means a stronger effect; in the data active = inhibition mostly above about 36%, no sharp cut-off; inactive = mostly below about 34%;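 also: HEK-293T reporter cells stimulated with the NOD1 agonist gamma-tri-DAP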
Yfh1-off respiration = enhancers of respiration in Yfh1-depleted yeast, dose response, Friedreich's ataxia, plus single-dose screen (AID 1465); S. cerevisiae Yfh1-off respiration, WST-1 reduction, 72 h; higher fold induction means a stronger effect; 220,000 tested, 0.074% active; one-dose fold induction at 50 µM; EC50 in µM for titrated hits;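 active = fold induction of absorbance versus untreated yeast above a set limit, then at least 30% activation at any dose in follow-up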;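 also: activators that raise dye reduction in frataxin-depleted yeast; strong numbers were not always called active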
HEK293 NOD2/NF-kB = inhibition of NOD2-driven NF-kB reporter – cell-based, luminescence, uHTS, HEK293 (AID 1566); HEK293 NOD2/NF-kB luciferase reporter, luminescence; higher % means a stronger effect; inhibition, % at 4 µM; hits with a dose series show EC50 in µM; 290,000 tested, 0.63% active; in the data active = inhibition above about 50%; also: many of its hits are not listed in these tables
M17LAP inhibition = P. falciparum M17LAP inhibitors, primary screen, biochemical, fluorogenic H-Leu-NHMec substrate, 1536-well (AID 1619); recombinant M17LAP, H-Leu-NHMec fluorogenic kinetic assay; higher % means a stronger effect; inhibition, % at 30 µM, or IC50 in µM where a hit was titrated; 220,000 tested, 0.38% active;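 active = compound inhibiting the enzyme by more than half at any dose during confirmatory dose-response retesting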;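 also: plate controls were full reaction with DMSO carrier for no effect and no enzyme background for full effect; strong numbers were not always called active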
Dynein cargo inh = dynein cargo transport inhibition. 3617.4 mouse cells, GR-EGFP nuclear translocation imaging; test concentration mostly 20 µM; stimulated with dexamethasone, 1 µM; hits give low values. z-score, hits read low. 220,000 tested, 0.47% active. AID 1381;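 active = plate z-score of nuclear minus cytoplasmic receptor signal below a set negative limit, without overly bright fluorescence or cell loss, cut at about -3.5 in these data, passing the limit was not always enough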;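 also: z-score of nuclear minus cytoplasmic ring GR-EGFP intensity difference per well; some compounds called inactive have numbers as strong as hits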
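Buffer or medium: Induction medium lacking tetracycline, stripped serum | Also added: Dexamethasone agonist, 1.0 µM final, for 30 min | Timing: 48 h induction, 1 h compound, 30 min dex at 37 °C | Detection: Formaldehyde fixation, Hoechst nuclear stain, 10x automated fluorescence imaging | Measure: Nuclear versus cytoplasmic GR-EGFP signal, averaged per well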
MT stabilizer = microtubule stabilization, imaging screen; 200,000 tested, 0.83% active; HeLa tubulin immunostaining HCS, 24 h; share of cells brighter than vehicle mean+2SD; % tubulin-high responders, % at 10 µM; AID 2205;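 active = plate Z-score above 3 for both tubulin-high and condensed-nucleus cell shares, with cell loss under 80%, at 10 µM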;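 also: anti alpha tubulin signal scored within the nucleus-defined area of each cell; some results filed as inactive read as strong as hits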
Dynein cargo inh cytoplasmic EGFP = also measured in Dynein cargo inh; calls as there; z-score; measured here: cytoplasmic GR-EGFP intensity; hits give high values
Dynein cargo inh nuclear GR-EGFP = recorded beside Dynein cargo inh, whose call it bears; z-score; measured here: nuclear GR-EGFP intensity;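 lower value marks the stronger effect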
Dynein cargo inh cell count = further read-out of Dynein cargo inh, marked with its call; z-score; measured here: cell count per field
Ins promoter up cell count = also measured in Ins promoter up; calls as there; cell count; measured here: cytotoxicity, nuclei count;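 total cells summed across four imaged fields per well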
bCat nuc transl cell count 5 µM = recorded beside bCat nuc transl, whose call it bears; cell count; measured here: cell count, cytotoxicity flag
MT stabilizer Hoechst-high % = second read-out of MT stabilizer, no call of its own (marks repeat the call); % Hoechst-high responders; measured here: nuclear condensation Hoechst responders;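 share of cells brighter than vehicle mean plus two SD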
MT stabilizer cytotoxicity % = recorded beside MT stabilizer, whose call it bears; toxicity, %; measured here: cytotoxicity by cell density;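 0% = mean cell density of plate MIN control wells and 100% = no cells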
Autophagy HCS cell loss 18 h = second read-out of Autophagy HCS, no call of its own (marks repeat the call); toxicity, %; measured here: cell loss, nuclei count;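 cell loss after 18 h compound exposure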
* = called active by the depositor; i = inactive; / = no result given. Some of the compounds tested; rates above refer to the full screens.

SMILES	Ins promoter up	Ins promoter up cell count	Autophagy HCS	Autophagy HCS cell loss 18 h	bCat nuc transl	bCat nuc transl cell count 5 µM	NOD1 NF-kB reporter	Yfh1-off respiration	HEK293 NOD2/NF-kB	M17LAP inhibition	Dynein cargo inh	Dynein cargo inh cytoplasmic EGFP	Dynein cargo inh nuclear GR-EGFP	Dynein cargo inh cell count	MT stabilizer	MT stabilizer Hoechst-high %	MT stabilizer cytotoxicity %
CCOC(=O)Cc1nnc(NC(=O)CSc2ccc(Cl)cc2)s1	0.09	1547	i	15	-0.6	965	-13%	i	3%	12%	2.7	-0.17	2.3	-1.3	3.0	1.1	1.8
CC(NCc1ccc(N(C)C)cc1)C1CC2CCC1C2 (stereo not given)	-0.38	846	i	-4	/	/	-24%	i	-32%	0%	-0.58	-0.15	-0.006	0.58	1.4	1.0	11
O=C(COC(=O)Cc1ccsc1)Nc1ccc(S(=O)(=O)N2CCOCC2)cc1	-0.27	1586	i	7	-1.6	1133	-18%	i	6%	0%	0.2	-0.24	0.012	-0.15	2.3	2.2	1.1
COc1cccc(C(C)N(C)Cc2nc(COc3ccccc3)no2)c1 (stereo not given)	-0.18	1030	/	/	-0.7	1210	-7%	i	8%	2%	-0.52	-0.25	0.15	0.6	/	/	/
CC(C)C12CN3CC(C(C)C)(CN(C1)C3c1ccco1)C2=O (stereo not given)	-0.09	1534	i	-3	0.0	1326	3%	i	10%	2%	0.079	-0.13	-0.57	0.51	3.0	2.2	7.1
NS(=O)(=O)c1ccc(CCNC(=S)Nc2ccc(F)cc2)cc1	-0.09	1443	i	14	0.7	1507	12%	i	-6%	1%	0.45	-0.33	0.55	0.59	6.4	1.7	4.6
Cc1nc(NC(CC(C)C)C(=O)O)c2nc(C)oc2n1 (stereo not given)	0.14	1191	i	21	-1.3	1142	-5%	i	5%	-1%	0.32	-0.15	0.2	0.38	4.5	2.7	5.1
C/C(=N/NC(=O)CCCOc1ccc(Cl)cc1Cl)c1ccc(C)o1	0.01	1246	i	-24	-0.5	918	-1%	i	-5%	5%	-0.63	-0.13	-0.45	0.53	2.1	3.2	1.4
CCOc1cc(/C=C2\C(=O)N(c3ccc(C(N)=O)cc3)N=C2C)ccc1OC(=O)c1cccs1	0.2	1119	i	-2	-0.5	1417	/	i	22%	31%	-1	0.067	-0.65	0.43	2.7	1.6	5.3
Cc1ccc(CCN2CC(C(=O)NCc3ccco3)CC2=O)cc1 (stereo not given)	-0.28	1123	i	10	0.2	1413	0%	i	11%	18%	0.57	-0.23	0.077	-0.092	1.3	2.2	11
Cc1ccsc1/C=C1/CN(C)Cc2c1nc1ccccc1c2C(=O)O	0.2	1425	/	/	-0.6	1265	-8%	i	2%	8%	-0.23	-0.24	-0.2	0.34	/	/	/
Cc1noc(C)c1COc1ccc(C(=O)NCc2ccccn2)cc1	/	/	i	14	-2.9	1218	-19%	/	4%	19%	-0.58	-0.32	-0.3	0.2	4.0	3.0	10
Cc1ccc(S(=O)(=O)/C(C#N)=C/c2c[nH]c3ccccc23)cc1	-0.82	728	i	25	-2.1	1195	17%	i	12%	-1%	-0.12	-0.065	0.39	-0.32	2.2	0.9	8.0
CCOC(=O)C1CCN(S(=O)(=O)c2ccc(OC)c(Cl)c2Cl)CC1	-1.1	942	i	-8	/	/	3%	i	7%	6%	1.1	-0.22	0.53	0.059	2.4	1.8	8.8
O=C(CCCC(=O)NCc1ccc(F)cc1)NCc1ccc(F)cc1	-0.05	1454	i	-6	-0.3	1479	-25%	i	16%	-5%	-0.22	-0.39	-0.67	1	5.0	1.1	7.7
CCSc1ccccc1C(=O)NCc1ccc(S(N)(=O)=O)cc1	/	/	i	-3	/	/	-8%	i	6%	7%	-0.85	-0.14	-0.58	0.72	4.1	2.0	2.1
Cc1ccc(CNC(=O)C2CC(c3cc(C(F)(F)F)cc(C(F)(F)F)c3)=NO2)o1 (stereo not given)	/	/	/	/	20	595	5%	i	-24%	12%	-1.4	-0.5	-0.45	-0.53	/	/	/
Cn1c(=O)c2c(nc(N/N=C/c3ccncc3)n2Cc2ccccc2)n(C)c1=O	-0.77	1355	/	/	0.7	1299	-2%	i	14%	23%	-0.1	-0.26	-0.32	0.47	/	/	/
O=C(O)c1ccc(N/N=C/C(Br)=C/c2ccccc2)cc1	0.27	1050	/	/	3.1	1262	8%	i	-114%	24%	-0.24	-0.17	-0.14	-0.15	/	/	/
CC(=O)Nc1ccc(S(=O)(=O)c2ccc(N)cc2)cc1	-0.93	1658	i	9	1.8	1390	44%	i	-10%	-2%	-0.27	-0.2	0.27	-0.61	6.1	3.2	1.1
CCOc1cc(C(=O)N/N=C/c2ccsc2)cc(OCC)c1OCC	-0.15	1293	i	-11	-1.6	552	-8%	i	10%	1%	-0.38	-0.26	-0.15	1.4	18	15	30
CC(C)=CCN1CCN(Cc2ccc(C)s2)CC1CCO (stereo not given)	-0.67	1413	i	2	-0.2	1500	-21%	i	2%	-2%	-0.15	-0.34	-0.35	0.29	3.2	1.8	1.3
O=C(CN1CCC(n2nnc3cc(F)ccc32)CC1)NCCc1nc2ccccc2[nH]1	-2.3	1015	i	0	-4.4	1103	-28%	i	4%	7%	0.22	-0.31	0.36	0.55	2.7	1.5	8.5
Cc1ccc(NC(=O)Cc2c(C(=O)O)n(C)c3ccccc23)cc1F	-0.48	1345	i	-17	-1.1	1122	-16%	i	9%	-11%	1.7	-0.22	1.2	-1.1	2.2	2.3	2.1
CCN(CC)C(=O)c1ccc(N)cc1	0.22	1486	i	-9	-3.5	1107	-39%	i	2%	8%	-0.55	-0.17	-0.18	0.19	1.9	1.4	5.5

Looked up above.
Dynein cargo inh cell count result of Cc1ccc(CNC(=O)C2CC(c3cc(C(F)(F)F)cc(C(F)(F)F)c3)=NO2)o1 (stereo not given) = -0.53
Dynein cargo inh result of CCOc1cc(/C=C2\C(=O)N(c3ccc(C(N)=O)cc3)N=C2C)ccc1OC(=O)c1cccs1 = -1

Next entries follow:
SMILES	Ins promoter up	Ins promoter up cell count	Autophagy HCS	Autophagy HCS cell loss 18 h	bCat nuc transl	bCat nuc transl cell count 5 µM	NOD1 NF-kB reporter	Yfh1-off respiration	HEK293 NOD2/NF-kB	M17LAP inhibition	Dynein cargo inh	Dynein cargo inh cytoplasmic EGFP	Dynein cargo inh nuclear GR-EGFP	Dynein cargo inh cell count	MT stabilizer	MT stabilizer Hoechst-high %	MT stabilizer cytotoxicity %
CNC(=O)NC(=S)NC(=O)c1cccc(Cl)c1	0.59	1502	i	-1	0.0	1618	-24%	i	8%	-4%	0.39	-0.33	0.072	-0.15	5.3	1.5	7.2
O=C(Nc1ccncc1)Nc1ccc(F)cc1F	-1.2	957	i	13	-0.5	1008	11%	i	-8%	0%	-0.087	-0.22	0.34	-0.38	3.8	3.1	5.4
Cc1ccc(OCC2Cn3c(nc4c3c(=O)n(C)c(=O)n4C)O2)cc1 (stereo not given)	-6.5	640	i	-2	-1.3	1080	39%	i	12%	-6%	-1.5	-0.072	-0.39	0.9	2.7	1.2	8.5
CCn1c(CNC(=O)c2ccco2)nnc1SCC(=O)Nc1cc(C(F)(F)F)ccc1Cl	-0.08	1866	i	4	-3.7	1099	-11%	i	10%	10%	-0.41	-0.17	0.46	-0.31	1.7	2.2	13
COc1ccccc1NC(=O)CNc1ccc(F)c(Cl)c1	1.1	1549	i	-9	0.8	1010	-15%	i	3%	-2%	-0.34	-0.15	-0.083	-0.56	14	1.2	14
COCC(=O)NC1CCN(C(=O)NCc2ccccc2)CC1	-0.35	900	i	2	/	/	-8%	i	20%	10%	-0.36	-0.025	-0.22	0.82	2.1	1.4	6.4
CCCN(CCC)C(=O)Cn1ccc(=N)c2ccccc21	0.09	1437	i	-15	-0.7	967	-20%	i	-4%	17%	2.9	-0.091	1.9	-2	5.9	4.1	7.6
CCN(CC)CCN1C(=O)C(=O)/C(=C(/O)c2ccc(Cl)cc2)C1c1ccncc1 (stereo not given)	0.54	1665	i	-7	-0.2	1099	-19%	i	3%	12%	-1.2	-0.21	-0.87	0.89	2.2	3.3	3.6
Cc1n(CC(=O)c2ccc(F)cc2)c2ccccc2[n+]1C	0.26	1593	i	-13	-2.3	1122	-35%	i	-6%	7%	-0.077	-0.29	-0.12	0.75	2.6	2.2	6.7
Cc1nnc(NC(=O)Oc2ccccc2)s1	0.86	1309	i	9	-6.9	1048	0%	i	1%	-2%	1	1.5	1.2	-1.8	4.2	3.2	8.6
CCN(CC)c1ccc(C=Nc2cc(C)cc(C)c2)c(O)c1	1.1	1303	i	7	-3.8	527	36%	i	-13%	31%	0.46	-0.2	0.0082	-0.2	3.8	4.1	4.0
Cc1ccccc1NS(=O)(=O)c1ccc2c(c1)NC(=O)CO2	0.15	1277	i	-3	0.7	1011	-24%	i	1%	7%	-0.83	-0.26	-0.38	1.3	2.2	0.5	6.2
CCC(=O)N1CCc2cc(S(=O)(=O)CCC(=O)Nc3ccc(F)c(F)c3)ccc21	-1.1	946	i	-3	/	/	10%	i	9%	-7%	-0.66	-0.24	0.0068	0.66	1.6	1.1	4.8
Cc1nnc(NC(=O)Cc2cccs2)s1	0.09	1190	i	11	0.3	1180	-9%	i	7%	-4%	-0.8	0.13	-0.36	0.27	2.9	1.7	4.8
Cc1cc(C)nc(NC(=O)/C=C/c2ccc3c(c2)OCO3)c1	-0.1	1221	i	-4	-0.9	987	-38%	i	-79%	-1%	-0.042	-0.16	-0.048	0.11	1.2	1.9	0.8
CCCC(=O)NC(=S)Nc1c(C)cc(Br)cc1C	/	/	i	0	/	/	/	i	/	/	0.23	-0.22	0.47	1	3.9	2.0	12

High-throughput results from PubChem.
